Source: PubChem BioAssay
miR-122 sensor: inhibitors of miR-122 in Huh7 cells; Huh7 miR-122 Renilla luciferase sensor, 48 h; neutral wells = 0, positive control = 100; activation (reporter increase), % at 12.5 µM; hit rate 0.3% among 340,000;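 active = mean replicate activation score at least 90 and every replicate individually at or above 90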;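 also: higher luciferase means less miR-122 activity so hits act as miR-122 inhibitors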
RAD54 branch: blocks human RAD54 Holliday junction branch migration; FAM/BHQ fluorescence; inhibition, % at 10.4 µM; hit rate 0.14% among 360,000; AID 602329;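 active = mean normalized replicate activity at least 40 and at least half of replicates scoring 40 or more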;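 also: 0% = median of neutral control wells and 100% = median of positive control wells; inhibitors cause a drop in the FAM fluorescence signal; in these data hits start at about 50%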
PGC1a acetyl inh: PGC1a acetylation modulation, inhibitor mode; U2OS PGC1a acetylation, AlphaScreen anti-acetyl-lysine; with virally co-expressed GCN5 acetyltransferase; inhibition, % at 15.6 µM; hit rate 0.17% among 350,000; AID 651687;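 active = every replicate shows inhibition of at least 40%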;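 also: 0% = neutral control wells and 100% = positive control wells; some results beyond the cut were filed as inactive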
PglD DTNB: blocks C. jejuni PglD acetyltransferase activity. hit rate 0.098% among 360,000. purified PglD enzyme, DTNB colorimetric CoA detection. inhibition, % at 12.5 µM; in the data active = inhibition above about 16%, passing the limit was not always enough; also: strong numbers were not always called active
RAD52 anneal inh: inhibitors of human RAD52 DNA annealing | P43351 | recombinant RAD52 DNA annealing, FRET fluorescence | inhibition, % at 18.7 µM | hit rate 0.46% among 360,000 | AID 651710;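 active = every replicate showing at least 50% inhibition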
Target sequence (P43351 whole entry, looked up): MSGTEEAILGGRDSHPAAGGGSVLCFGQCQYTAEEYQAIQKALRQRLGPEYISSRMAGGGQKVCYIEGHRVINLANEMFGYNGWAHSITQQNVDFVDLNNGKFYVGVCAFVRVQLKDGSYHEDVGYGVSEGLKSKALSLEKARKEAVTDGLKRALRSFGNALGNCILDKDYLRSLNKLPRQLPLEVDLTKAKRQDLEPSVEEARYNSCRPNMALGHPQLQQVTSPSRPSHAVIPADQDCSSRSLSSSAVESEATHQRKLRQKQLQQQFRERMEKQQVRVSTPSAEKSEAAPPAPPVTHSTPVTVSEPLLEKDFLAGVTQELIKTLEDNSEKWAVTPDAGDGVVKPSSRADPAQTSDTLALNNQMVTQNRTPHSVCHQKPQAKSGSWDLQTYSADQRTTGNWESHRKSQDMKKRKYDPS
Cneo AK release: causes C. neoformans cell lysis | lysis activity, % at 15 µM | hit rate 0.2% among 360,000 | adenylate kinase release luminescence, 4 h; normalised: neutral wells 0, clomiphene wells 100;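 active = mean lysis activity across replicates of at least 80%, whatever share of replicates individually reach that level; inactive = mean lysis activity below 80%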
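Assay system: C. neoformans cells. Amount: yeast cell density of 5 × 10^6 cells/mL. Technique: AK luminescence. Buffer or medium: YPD. Times: static 4 h at 37 °C with compound, 1 h detection. Dosing: single-point compound dose. Read-out: lysis from increased AK signal.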
ERAP1 HTS inh: ERAP1 (human) enzyme inhibition; Q9NZ08; inhibition, % at 10.7 µM; hit rate 0.15% among 340,000; recombinant ERAP1, Leu-AMC fluorescence, 60 min;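 active = mean replicate inhibition of at least 30%, or all replicates individually reaching that 30% level; inactive = mean below 30% and not every replicate reaching it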;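 also: 0% = neutral control wells and 100% = L-leucinethiol positive control wells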
E-sel inducer: E-selectin induction on HUVECs; HUVEC E-selectin immunofluorescence imaging; normalized: neutral wells 0, TNF-alpha wells 100; hit rate 0.37% among 260,000; P16581; activation, % at 7.58 µM;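 active = mean E-selectin-positive cell signal at least 10% of the positive control, reached in at least 60% of replicates, without over 20% cell loss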;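 also: in these data hits start at about 27%; measured in HUVEC primary endothelial cells; signal is the percent of cells scored E-selectin positive by PE staining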
Target sequence (P16581 whole entry, looked up): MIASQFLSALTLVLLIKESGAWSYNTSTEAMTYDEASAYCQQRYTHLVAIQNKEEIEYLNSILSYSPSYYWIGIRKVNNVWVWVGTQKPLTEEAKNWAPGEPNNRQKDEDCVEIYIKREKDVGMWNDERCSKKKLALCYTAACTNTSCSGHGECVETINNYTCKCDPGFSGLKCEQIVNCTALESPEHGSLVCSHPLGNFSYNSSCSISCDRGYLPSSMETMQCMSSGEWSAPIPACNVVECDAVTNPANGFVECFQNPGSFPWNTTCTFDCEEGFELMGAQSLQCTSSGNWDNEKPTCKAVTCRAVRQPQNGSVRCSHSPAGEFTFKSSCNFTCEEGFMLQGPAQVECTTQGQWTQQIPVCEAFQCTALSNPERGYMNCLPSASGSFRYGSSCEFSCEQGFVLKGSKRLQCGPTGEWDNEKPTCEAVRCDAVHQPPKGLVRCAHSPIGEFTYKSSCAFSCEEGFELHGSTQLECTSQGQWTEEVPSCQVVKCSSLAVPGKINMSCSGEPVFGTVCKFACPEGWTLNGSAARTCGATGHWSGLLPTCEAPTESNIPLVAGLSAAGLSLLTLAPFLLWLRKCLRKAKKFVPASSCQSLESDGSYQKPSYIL
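Assay system: HUVEC, human umbilical vein endothelial cells / Amount: 3,000 HUVEC/well / Controls: TNF-alpha positive control, DMSO neutral control / Compound dosing: single concentration / Medium: EGM-2 over gelatin coat / Evaluation: percent E-selectin-positive cells / Signal: immunofluorescence imaging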
Starred values were filed as active, the others as inactive; nt = no result given; [ ] = dose if it differs, or a comment. Rows were taken by chance. Share with any hit: about 1.4%.

SMILES	miR-122 sensor	RAD54 branch	PGC1a acetyl inh	PglD DTNB	RAD52 anneal inh	Cneo AK release	ERAP1 HTS inh	E-sel inducer
COCCCC1CCN(C(=O)C2CCC(=O)N(CCc3ccccc3)C2)CC1 (stereo not given)	-1.0	0.9	1.8	-0.2	-8.8	8.5	1.3	-1.4
Cc1ccc(C(=O)NC2CC(C)(C)NC(C)(C)C2)cc1S(=O)(=O)N1CCCCC1	-3.1	12.5	-16.8	1.6	-7.4	0.1	1.4	-2.4
Cc1cccc(C2=NN(c3ccccc3)[C@H](CO)[C@H]2c2ccc(F)cc2)c1	2.5	-6.0	-11.2	2.8	-30.1	1.6	-1.8	0.5
COC(=O)[C@H](CCSC)NC(=O)Cn1ccc(NC(=O)OCc2ccccc2)nc1=O	0.6	12.3	nt	-0.3	-9.6	-3.6	-0.3	-0.4
CCOC(=O)c1cccc(NC(=O)c2cccnc2)c1	-8.7	-1.9	-4.7	-1.7	nt	-6.8	nt	nt
O=c1[nH]c2ccccc2n2c(-c3ccccc3)nnc12	5.2	11.3	-6.0	6.2	nt	0.6	nt	nt
COc1cc(C(=O)Nc2cc(C)nn2-c2ccccc2)cc(OC)c1OC	-4.6	4.2	1.9	-1.4	-4.9	-0.9	0.3	nt
CNC[C@H]1Oc2ccc(NC(=O)CCC(F)(F)F)cc2CC(=O)N([C@@H](C)CO)C[C@@H]1C	-5.2[16.7 µM]	-1.6	2.2	-4.9	10.9	1.5	-0.6	-0.1
CCOc1ccccc1NC(=O)c1cccc(NC2=NC3CS(=O)(=O)CC3S2)c1 (stereo not given)	nt	1.3	nt	3.9	9.7	-1.9	3.4	4.5
CN1CC(=O)Nc2ccc(Br)cc2C1=O	nt	7.5	nt	8.7	3.9	-0.8	-2.1	0.0
Cc1cc(C)cc(NC(=S)NCCCO)c1	-5.8	1.0	15.3	0.8	-8.5	-1.2	-2.7	nt
CC(C)[C@H](C)NC(=O)N(C)C[C@@H]1OCc2ccccc2-c2ccccc2C(=O)N([C@@H](C)CO)C[C@@H]1C	nt	0.8	-25.8	0.9	-3.9	-3.8	-1.3	-0.3
Cc1ccc(NNC(=O)c2c(F)cccc2Cl)cc1Cl	-1.1	-4.3	6.7	-0.6	-14.6	1.3	4.5	0.4
CC(=O)c1cccc(NC(=O)c2ccccc2N(Cc2ccccc2)S(C)(=O)=O)c1	6.6	-2.4	1.9	2.7	-4.6	-1.3	-1.3	nt
CCN(CC)CCNC(=O)c1ccc(CS(=O)(=O)c2ccccc2C)o1	-1.7	-1.2	20.5	-1.4	-10.5	-3.0	2.1	-0.1
COc1ccc(S(=O)(=O)N2CCCCCC2)cc1C(=O)N(C)CC(=O)Nc1ccccc1C(F)(F)F	2.4	-2.8	-14.2	-4.3	3.5	1.0	-0.2	-0.1
COc1ccc(CN(C)C[C@@H]2OCCCC[C@@H](C)Oc3ccc(NC(=O)CCCN(C)C)cc3C(=O)N([C@@H](C)CO)C[C@H]2C)cc1	-5.0[16.7 µM]	1.9	4.2	-2.5	3.5	0.1	0.1	0.3
C[C@H]1CN([C@@H](C)CO)C(=O)Cc2cc(NC(=O)CCN3CCOCC3)ccc2O[C@@H]1CN(C)C	4.7[16.7 µM]	8.2	3.5	3.7	0.2	3.3	0.1	nt
C[C@@H]1CN([C@H](C)CO)C(=O)c2cc(N(C)C)ccc2O[C@@H](C)CCCCO[C@@H]1CN(C)C(=O)C1CCCCC1	-2.3[16.7 µM]	-12.2	-0.3	0.7	1.9	2.6	0.0	0.0
O=[N+]([O-])c1cc(Br)c(O)c(/C=N/Nc2nc3ccccc3s2)c1	-10.7	-8.0	-7.4	5.0	-15.5	-3.1	1.2	nt
C[C@H]1CN([C@@H](C)CO)C(=O)Cc2cc(NC(=O)Cc3cn(C)c4ccccc34)ccc2O[C@H]1CN(C)C(=O)Nc1ccc2c(c1)OCO2	8.6[16.7 µM]	-1.0	-4.1	0.5	17.8	-0.5	-3.7	16.8
CO[C@@H]1CN(C)C(=O)c2cc(NC(=O)Nc3ccccc3F)ccc2OC[C@@H](C)N(S(=O)(=O)CC(F)(F)F)C[C@H]1C	nt	-14.6	0.3	7.5	-10.2	-0.2	4.9	-0.2
Cc1ccc2c(c1)-c1cc(C)ccc1C2=O	3.3	9.4	-10.2	2.7	-15.4	0.7	-3.5	0.3
Cc1onc(-c2c(F)cccc2Cl)c1C(=O)ONC(=O)c1ccco1	-0.9	1.4	2.9	0.6	-35.4	2.5	nt	nt
O=C(COC(=O)COc1ccc(Cl)cc1)NC1CCCCCC1	nt	0.8	nt	2.3	-5.8	-1.0	3.3	nt
Cc1ccc(S(=O)(=O)N(C)C[C@@H]2Oc3c(NC(=O)c4ccc(-c5nccs5)cc4)cccc3C(=O)N([C@@H](C)CO)C[C@@H]2C)cc1	4.0[16.7 µM]	-4.0	1.6	-2.5	13.9	-1.1	0.8	0.9
C[C@H]1CN([C@@H](C)CO)C(=O)c2cc(NC(=O)CCN3CCOCC3)ccc2O[C@@H]1CN(C)S(=O)(=O)c1ccc(F)cc1	-3.1[16.7 µM]	-3.0	-1.9	-0.8	4.7	1.6	9.4	0.4
COc1ccc(OC)c(/C=C2\SC(=S)N(N3CCOCC3)C2=O)c1	2.0	-12.8	-6.9	-1.7	-11.8	-2.5	7.6	5.2
CN1CCN(/C=N/c2c(C#N)cnn2Cc2ccccc2)CC1	-4.5	7.2	nt	0.0	nt	-0.3	nt	nt
COc1ccc(OC)c(-c2cc(C(=O)N/N=C(\C)c3cccnc3)c3ccccc3n2)c1	nt	-0.1	nt	-3.2	-0.9	0.2	-1.3	0.0

Limited to RAD52 anneal inh and PGC1a acetyl inh (2 entries from above):
Structure	RAD52 anneal inh	PGC1a acetyl inh
COC(=O)[C@H](CCSC)NC(=O)Cn1ccc(NC(=O)OCc2ccccc2)nc1=O	-9.6	nt
CCOC(=O)c1cccc(NC(=O)c2cccnc2)c1	nt	-4.7

Next part:
SMILES	miR-122 sensor	RAD54 branch	PGC1a acetyl inh	PglD DTNB	RAD52 anneal inh	Cneo AK release	ERAP1 HTS inh	E-sel inducer
CCN(CC)CCn1c(=S)[nH]c2ccc(Cl)cc2c1=O	-4.1	4.9	-2.1	-0.2	nt	1.7	nt	nt
O=C(CSc1nnc(CCc2ccccc2)n1-c1ccc(Cl)cc1)c1ccccc1	5.5	2.0	nt	-1.0	nt	7.4	nt	nt
O=C(CSc1ccc(-c2nc3ccccc3[nH]2)cn1)Nc1ccc2c(c1)OCCO2	10.3	-0.9	-18.7	-3.1	nt	-1.0	nt	nt
COc1ccc(/C=C/C(=O)OCC(=O)c2ccc3c(c2)NC(=O)CO3)cc1	-4.9	6.6	-9.9	-1.9	-14.9	0.8	nt	-0.1
C[C@H](O)C#Cc1cnc2c(c1)C(=O)N([C@@H](C)CO)C[C@H](C)[C@@H](CN(C)C(=O)CC1CC1)O2	-8.9[16.7 µM]	-4.1	0.6	1.4	2.4	21.4	-0.3	-0.3
Cc1cc(C)c(C)c(S(=O)(=O)NCCCn2ccnc2)c1C	nt	3.7	nt	2.7	-10.3	-8.1	-3.0	0.1
CC(=O)c1ccc(NC(=O)C2(c3ccccc3)CC2(Cl)Cl)cc1 (stereo not given)	1.3	nt	-3.0	nt	-8.8	nt	-2.7	nt
CC(C)Cn1c(CN2C(=O)c3ccccc3C2=O)nc2ccccc2c1=O	1.3	2.5	-0.4	-1.9	nt	-0.3	nt	nt
O=[N+]([O-])c1ccc(OCC(O)CNC2CCCC2)cc1 (stereo not given)	-2.1	nt	-3.9	nt	-5.1	nt	4.3	nt
CC(C)(O)c1ccccc1CC[C@@H](SCC1(CC(=O)O)CC1)c1cccc(/C=C/c2ccc3ccc(Cl)cc3n2)c1	-0.3	-2.0	4.8	-2.7	nt	-1.4	nt	nt
C[C@H]1CN([C@@H](C)CO)C(=O)c2cc(NC(=O)CCCCCC(=O)Nc3ccccc3N)ccc2O[C@@H]1CN(C)S(=O)(=O)c1cn(C)cn1	nt	nt	4.8	nt	-1.9	nt	2.3	-3.5
COc1cccc(CNC(=O)CSc2nnc3c(n2)[nH]c2ccccc23)c1	-6.4	-5.0	3.7	-3.6	-5.6	-3.0	0.6	nt
CNC(=O)C[C@H]1CC[C@H]2[C@@H](COc3ccc(NC(=O)Nc4cccc(F)c4)cc3C(=O)N2C)O1	0.0[16.7 µM]	-2.9	13.3	-0.8	nt	-2.8	nt	0.1
c1ccc2oc(Cc3ccc(Cc4nc5ccccc5o4)cc3)nc2c1	11.0	-11.0	-11.7	4.1	nt	-1.9	nt	nt
C[C@@H]1CN([C@@H](C)CO)C(=O)c2cc(NS(=O)(=O)c3ccc(Cl)cc3)ccc2O[C@H]1CN(C)S(=O)(=O)c1ccccc1	-4.0[16.7 µM]	-2.3	-11.7	-2.5	nt	-1.7	nt	0.7
C[C@H]1CN([C@@H](C)CO)C(=O)c2cc(NC(=O)Cc3cn(C)c4ccccc34)ccc2O[C@@H]1CN(C)Cc1ccc(Oc2ccccc2)cc1	-0.7[16.7 µM]	1.6	1.8	3.8	-9.3	-3.7	-0.4	-1.8
CCOc1ccccc1NC(=S)N1CCC(NC(=O)NC23CC4CC(CC(C4)C2)C3)CC1	6.3	4.9	-27.5	-5.3	nt	0.5	nt	nt
O=S(=O)(NC1CCCCC1Nc1ccc(Cl)cc1)c1ccccc1 (stereo not given)	2.0	3.9	-21.1	1.6	-8.7	-0.6	-8.3	nt
C[C@@H]1CCCCO[C@H](CN(C)Cc2ccc(C(=O)O)cc2)[C@H](C)CN([C@H](C)CO)C(=O)c2cc(NS(=O)(=O)c3cccs3)ccc2O1	0.2[16.7 µM]	1.7	-0.5	-0.2	5.7	0.3	-1.3	0.0
COc1ccc(-c2csc3ncnc(N4CCN(Cc5ccccc5)CC4)c23)cc1	-3.1	-3.0	-26.6	-3.6	-15.9	-2.4	0.0	nt
CCCNC(=O)N1[C@H](CO)[C@@H](c2ccccc2)[C@@H]1CNC(=O)c1ccc(F)cc1	7.1[16.7 µM]	2.5	10.4	-2.4	nt	-2.3	nt	0.0
C[C@@H]1CN([C@@H](C)CO)S(=O)(=O)c2ccc(C#CC3(O)CCCC3)cc2O[C@H]1CN(C)C	12.8[16.7 µM]	-1.0	-10.1	-1.5	12.5	1.7	3.9	-0.5
Cc1noc(C)c1S(=O)(=O)N(C)C[C@@H]1Oc2ccc(NC(=O)Cn3cnnn3)cc2CC(=O)N([C@H](C)CO)C[C@@H]1C	-4.3[16.7 µM]	-0.7	4.4	-1.5	-11.8	2.9	0.5	-6.2
Cn1cnnc1Sc1nc2c(c(=O)n(C)c(=O)n2C)n1Cc1ccccc1Cl	-6.4	-1.5	6.2	0.9	nt	0.1	nt	nt
COc1ccccc1C#Cc1ccc2c(c1)O[C@H](CN(C)Cc1ccccc1)[C@@H](C)CN([C@H](C)CO)S2(=O)=O	26.0[16.7 µM]	0.7	-3.6	4.4	-16.7	-2.5	0.6	-0.1
CN(C)c1cc(-c2cccc(C(F)(F)F)c2)oc(=O)c1Cl	-14.7	-7.3	6.3	4.4	-6.5	1.8	nt	0.1
CCC(C)Sc1ccc([C@H]2N[C@@](Cc3ccccc3)(C(=O)OC)[C@H]3C(=O)N(CC)C(=O)[C@@H]23)cc1 (stereo not given in full)	-9.1	-3.2	nt	-3.7	-21.7	1.4	6.2	0.1
